TWEAK Fn14 block: inhibitors of TWEAK-Fn14 signaling, primary screen, luciferase reporter cells, uHTS; TWEAK-stimulated Fn14 reporter cells, luciferase luminescence, 8 h; inhibition, % at 10 µM; 360,000 tested, 2% active; in the data active = inhibition above about 50%
COUP-TFII inh: NR2F2 transcriptional activity inhibitors, primary screen, cell-based, luciferase reporter, HEK293T, luminescence; inhibition, % at 8.6 µM; 370,000 tested, 0.7% active; AID 686940, 2013; COUP transcription factor 2 (Homo sapiens), P24468; HEK293T NGFI-A luciferase reporter;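 active = inhibition above a per-plate cutoff, mean inhibition of test wells between control levels plus 3 SD, cut at about 38% in these data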;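 also: cells cotransfected with COUP-TFII expression vector driving the NGFI-A reporter; 0% = median of COUP-TF2 test wells and 100% = reporter-only cells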
Target sequence (P24468 whole entry, looked up): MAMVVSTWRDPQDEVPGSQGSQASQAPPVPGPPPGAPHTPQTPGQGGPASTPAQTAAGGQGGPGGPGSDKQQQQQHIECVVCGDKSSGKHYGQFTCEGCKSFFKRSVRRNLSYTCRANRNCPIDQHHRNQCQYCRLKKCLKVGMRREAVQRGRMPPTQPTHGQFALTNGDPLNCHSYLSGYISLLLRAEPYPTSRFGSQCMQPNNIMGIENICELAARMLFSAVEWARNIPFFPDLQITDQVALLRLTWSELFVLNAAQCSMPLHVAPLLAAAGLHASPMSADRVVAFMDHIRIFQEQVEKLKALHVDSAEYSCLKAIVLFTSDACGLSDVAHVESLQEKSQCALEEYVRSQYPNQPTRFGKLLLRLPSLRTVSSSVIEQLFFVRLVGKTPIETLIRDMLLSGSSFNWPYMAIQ
EBV LMP1 NFkB: EBV LMP1-driven NF-kappaB luciferase reporter inhibitors, primary screen, cell-based, luminescence, single point; AID 504558, 2011; inhibition, % at 12.5 µM; LMP1-induced NF-kappaB luciferase reporter cells; 350,000 tested, 0.69% active; in the data active = inhibition above about 41%;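 also: 0% = neutral control wells and 100% = reference inhibitor control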
SRC1 inh: SRC1 coactivator transcriptional activity inhibitors, primary screen, cell-based, luminescence | Nuclear receptor coactivator 1 (Homo sapiens), Q15788 | HEK293 GAL4-SRC1 luciferase reporter | inhibition, % at 3.6 µM | 360,000 tested, 0.12% active;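 active = inhibition above the campaign mean plus 3 SD, with each screening campaign given its own cutoff, cut at about 60% in these data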;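 also: 0% = DMSO treated cells and 100% = gossypol at 36 µM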
C8 TRAIL sens: viability loss with TRAIL in NB7+C8 cells, primary screen, TRAIL sensitizer project, cell-based, ATPlite luminescence. inhibition (viability loss, TRAIL sensitization), % at 10 µM. 360,000 tested, 1% active;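 active = compounds causing at least 50% loss of cell viability in the single-dose screen, relative to plate controls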
CF NFkB inh: inhibitors of PAF-induced NF-kB signaling, primary screen, cell-based, GFP fluorescence, uHTS. AID 588850, 2011. KKLEB NF-kB-GFP reporter, GFP fluorescence overnight. inhibition, % at 5 µM. 360,000 tested, 0.86% active;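 active = at least 50% inhibition at 5 µM, scaled per plate between neutral and stimulator controls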;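 also: PAF is a Pseudomonas aeruginosa culture filtrate used as stimulus; plate controls were PAF-stimulated DMSO wells for no effect and unstimulated DMSO wells for full effect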
TROY signal inh: inhibitors of TROY-driven NF-kB signaling, primary screen, Q293 LMP1-TROYcd cells, NF-kB luciferase, uHTS; Q293 LMP1-TROYcd NF-kB luciferase reporter, 4 h; inhibition, % at 10 µM; 360,000 tested, 0.98% active;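 active = compounds whose plate-normalised and pattern-corrected inhibition of the luciferase reporter signal at the single screening dose is 50% or more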
Shn3 3UTR inh: reduction of Shn3 3'UTR firefly luciferase signal, primary screen, Schnurri-3 inhibitor project, cell-based, Clone20 osteoblasts, set 2; Clone20 osteoblast Shn3 3'UTR firefly luciferase, 24 h; inhibition, % at 12.5 µM; 360,000 tested, 0.52% active; AID 588674, 2011;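 active = mean inhibition of at least 75% with every replicate also reaching 75%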;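 also: 0% = median of neutral control wells and 100% = pilot-screen positive control compound; some compounds past the cut are filed as inactive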
NR5A2 inv ag: LRH-1 (NR5A2) inverse agonists, primary screen, cell-based, luminescence, HEK293T, StAR-luciferase reporter. AID 602396, 2012. LRH-1 transfected, 24 h. 360,000 tested, 0.13% active. inhibition, % at 3.6 µM. Nuclear receptor subfamily 5 group A member 2 (Homo sapiens), O00482;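 active = inhibition above the mean inhibition of all tested compounds plus 3 SD, cut at about 73% in these data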;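 also: 0% = DMSO wells and 100% = reporter-only cells lacking LRH-1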
Target sequence (O00482 whole entry, looked up): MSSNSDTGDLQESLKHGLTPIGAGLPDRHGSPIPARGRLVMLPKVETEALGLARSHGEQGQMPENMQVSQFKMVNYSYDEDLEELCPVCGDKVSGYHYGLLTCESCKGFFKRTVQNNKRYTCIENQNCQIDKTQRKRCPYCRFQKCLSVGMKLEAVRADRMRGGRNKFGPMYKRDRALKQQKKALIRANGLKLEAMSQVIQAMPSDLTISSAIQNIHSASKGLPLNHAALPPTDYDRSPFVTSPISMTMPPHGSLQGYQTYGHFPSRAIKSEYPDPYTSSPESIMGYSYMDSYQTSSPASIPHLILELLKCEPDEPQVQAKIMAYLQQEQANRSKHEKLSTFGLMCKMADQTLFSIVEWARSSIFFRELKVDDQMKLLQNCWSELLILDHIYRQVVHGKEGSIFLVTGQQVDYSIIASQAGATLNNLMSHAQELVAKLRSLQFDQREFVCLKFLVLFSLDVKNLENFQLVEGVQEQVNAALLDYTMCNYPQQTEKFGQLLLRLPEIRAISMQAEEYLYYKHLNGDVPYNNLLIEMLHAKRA
SRC3 inh: SRC3 coactivator transcriptional activity inhibitors, primary screen, cell-based, luminescence; Nuclear receptor coactivator 3 (Homo sapiens), Q9Y6Q9; HEK293 GAL4-SRC3 luciferase reporter; inhibition, % at 3.6 µM; 360,000 tested, 0.17% active;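 active = inhibition above a per-campaign cutoff, the mean of all compounds plus 3 SD, cut at about 60% in these data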;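 also: 0% = DMSO-treated cells and 100% = gossypol-treated cells at 36 µM; higher means less SRC3-driven luciferase light from the GAL4 reporter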
KKLEB tox: cytotoxicity in KKLEB CF airway cells, primary screen, cytotoxicity control for CF NF-kB inhibitor project, cell-based, uHTS, fluorescence assay plates. KKLEB CF airway cells viability, ATPlite luminescence, overnight; active compounds read low; cells stimulated with P. aeruginosa culture filtrate. activity change (cytotoxicity), % at 5 µM. 360,000 tested, 0.36% active. AID 602141, 2011;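 active = corrected activity change at or below -50% at 5 µM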
Starred values were filed as active, the others as inactive; . = not tested or not shown. An excerpt. The share of hits here may be higher or lower than overall.

entry	Structure	TROY signal inh	Shn3 3UTR inh	TWEAK Fn14 block	NR5A2 inv ag	COUP-TFII inh	KKLEB tox
1	Cc1ccnc(SCC(=O)N2CCN(C(c3ccccc3)c3ccccc3)CC2)n1	7	-11	7	0	-5	7
2	COc1cc(COC(=O)c2cnc(C)cn2)c(OC)cc1Br	-17	-6	-34	6	-2	-6
3	COc1cc([N+](=O)[O-])ccc1NC(=O)COC(=O)CCOc1ccc(C)cc1	13	-9	29	12	-7	-4
4	CC(C)OCCCNC(=O)c1ccc2c(c1)ncn2C1CCCC1	-12	-9	-19	-6	11	-7
5	Cc1nc2ccc(Cl)cc2c(-c2ccccc2)c1CC(=O)O	6	3	0	12	8	4
6	O=S1(=O)N[C@@H](c2ccccc2)COc2cc(Br)ccc21	5	11	-2	4	-1	-6
7	CC1(c2ccc3c(c2)OCCCO3)NC(=O)N(CC(=O)NCCc2ccc(F)cc2)C1=O (stereo not given)	4	23	-18	-1	-2	18
8	O=C(CSc1ncnc2c1nnn2Cc1ccccc1)NC1CCCC1	17	2	9	0	-18	-5
9	COc1cc(/C=N\NC(=O)Cn2nnc3ccccc32)cc(OC)c1OC	-10	-3	-25	-1	5	0
10	O=C(c1ccc(Cn2c(=O)[nH]c3ccsc3c2=O)cc1)N1CCN(c2ccccc2)CC1	4	-7	-26	8	-21	0
11	COc1ccc(-n2c(/C=C(\C)O)nc(=O)c3c(C)cc(C)nc32)cc1	-5	15	-45	41	5	-2
12	Cc1ccccc1NC(=O)c1cc(C(=O)c2cc(Cl)ccc2O)cn(-c2ccccc2C)c1=O	38	23	87*	2	2	-43

entry	SRC1 inh	CF NFkB inh	EBV LMP1 NFkB	SRC3 inh	C8 TRAIL sens
1	8	-6	1	12	-8
2	-3	-1	-4	7	8
3	-12	29	-3	6	10
4	-11	18	-16	0	-8
5	-3	15	2	21	-6
6	3	-16	-9	0	-16
7	-6	-5	-13	8	-1
8	2	16	5	25	-5
9	-1	0	1	-6	4
10	5	9	-1	22	0
11	-2	-14	9	19	13
12	0	48	-1	7	26

(further entries)
entry	Structure	TROY signal inh	Shn3 3UTR inh	TWEAK Fn14 block	NR5A2 inv ag	COUP-TFII inh	KKLEB tox
13	CC(C)(C)c1cc(/C=N/NC(=O)Cc2nc3ccccc3[nH]2)cc(C(C)(C)C)c1O	-12	6	-12	2	-3	-4
14	O=C(CCCc1cccs1)NCCc1c[nH]c2ccccc12	1	-18	7	3	3	-2
15	N#CC(C#N)=Cc1cnc(N2CCN(c3ccccc3)CC2)s1	17	-1	-13	-22	16	-6
16	CCCCC(=O)N(C)c1c(CC)nc2c(OCc3ccc(Cl)cc3Cl)cccn12	17	8	10	13	24	-15
17	COc1ccc2c(c1OC)C(=O)OC2CC(=O)c1ccc(O)cc1 (stereo not given)	6	4	17	-9	-11	10
18	CC(C)(C)C(=O)N1CCC[C@H]1C(O)(c1ccccc1)c1ccccc1	8	23	11	14	14	8
19	CC(=O)c1c(C)[nH]c(C(=O)NNC(=O)COc2ccc(Cl)cc2C)c1C	11	4	24	10	-3	-24
20	Cn1c(=O)c(Nc2ccc(O)cc2)c2c3c(cccc31)C(=O)c1ccccc1-2	-47	6	48	-17	-16	-15
21	CC1Cc2ccccc2N1C(=O)COC(=O)Cn1nnc(-c2ccccc2)n1 (stereo not given)	4	-3	-4	29	3	-2
22	CCOc1ncccc1C(=O)OCC(=O)Nc1cccc(C(C)=O)c1	-10	0	-17	-3	16	1
23	Cc1csc(-c2ccc3cc(Cl)cc(Cl)c3n2)n1	-29	-57	-41	-18	-22	-2
24	O=S(=O)(/N=C(/NC(=S)Nc1ccccc1)c1ccccc1)c1ccc(Cl)cc1	-62	-74	23	-104	-39	0

entry	SRC1 inh	CF NFkB inh	EBV LMP1 NFkB	SRC3 inh	C8 TRAIL sens
13	0	-6	-8	-6	-13
14	1	-1	-8	-23	-15
15	-12	-8	6	14	9
16	14	-6	.	3	13
17	-5	-13	5	2	1
18	-24	-6	3	16	-9
19	-2	4	6	27	18
20	5	-62	10	-14	22
21	-4	-15	3	9	-13
22	4	-11	3	15	1
23	-47	6	.	-60	1
24	-87	-8	-21	-112	-3

(more compounds)
entry	Structure	TROY signal inh	Shn3 3UTR inh	TWEAK Fn14 block	NR5A2 inv ag	COUP-TFII inh	KKLEB tox
25	CC(=O)Nc1ccc(C(=O)OCC(=O)N2CCC(Cc3ccccc3)CC2)cc1	0	18	-10	25	2	-3
26	Clc1ccc(/C(Cc2nc3ccccc3[nH]2)=N\Nc2ccccc2)cc1	-39	-69	-23	-32	-9	-1
27	O=C(O)C1CN(C(=O)c2cccc(Br)c2)C1	-10	13	-4	-18	6	6
28	O=C(Nc1cc(Cl)cc(Cl)c1)N1CCCC1	-2	-1	14	3	-3	-2
29	COc1ccc(C(C)(NC(C)=O)c2nc(-c3cccc(C#N)c3)cs2)cc1 (stereo not given)	12	3	2	2	-22	-6
30	COc1ccc(CN2CCC(C(=O)Nc3ccc(Oc4cccnc4)cc3)CC2)cc1	24	30	20	11	31	0
31	Cc1ccc(Nc2cc(C)nc(N3CCOCC3)n2)cc1	-9	-9	-13	-20	-9	7
32	COc1ccc(CCNC(=S)NC(=O)c2cccc(Cl)c2)cc1OC	11	.	-21	4	17	-16
33	Cc1ccccc1C(=O)Oc1cc(N)n(S(C)(=O)=O)n1	3	-47	16	-2	4	2
34	Cc1ccc([N+](=O)[O-])cc1N=Nc1c(C)[nH]n(C(N)=S)c1=O	0	3	-4	3	4	5
35	CCCn1nnc2sc3c(c2c1=O)CCC(C)C3 (stereo not given)	-84	-34	-57	-12	-5	-56*
36	CCOC(=O)N1CCN(c2cc(=O)n(-c3ccc(Br)cc3)c(=O)[nH]2)CC1	1	-4	24	0	-9	-11

entry	SRC1 inh	CF NFkB inh	EBV LMP1 NFkB	SRC3 inh	C8 TRAIL sens
25	-4	4	11	15	-21
26	-61	-13	-19	-30	25
27	-11	3	-8	4	5
28	-8	-4	4	19	-15
29	-5	-12	.	15	-5
30	-3	-7	-1	16	20
31	-16	8	-11	-23	-2
32	-20	15	.	-3	-41
33	-17	-7	2	7	14
34	8	-12	1	1	-19
35	-70	5	-13	-30	1
36	8	-19	4	6	-4

(cont.)
entry	Structure	TROY signal inh	Shn3 3UTR inh	TWEAK Fn14 block	NR5A2 inv ag	COUP-TFII inh	KKLEB tox
37	O=C(c1ccccc1)c1ccc(OCCn2cnc3ccccc3c2=O)cc1	1	-8	49	-4	17	-12
38	O=C(CSc1nc2ccccc2c(=O)n1-c1ccccc1)N/N=C/C=C/c1ccccc1[N+](=O)[O-]	-7	10	24	4	-12	3
39	CCOC(=O)c1ccc(NC(=O)Cn2c(=O)oc3ccccc32)cc1	-1	0	-5	15	11	-7
40	COc1cccc(C(=O)NNC(=O)C(=O)Nc2cccc3ccccc23)c1	17	11	19	-1	-10	0
41	Cc1ccc(NC(=O)CSc2nn(-c3ccccc3)c(=S)s2)cc1S(=O)(=O)N(C)C	49	83	79*	29	68*	-18
42	CN1OC[C@@H]2CN(C(=O)NC3CCCCC3)[C@H](c3ccc(N4CCCCC4)cc3)C[C@@H]21	-15	-3	-15	12	-3	4
43	C=CCn1c(SCC(=O)N2CCN(c3ccc(F)cc3)CC2)nnc1-c1cccs1	27	7	23	10	-14	10
44	O=S(=O)(NCCc1ccc(F)cc1)c1cccc2cccnc12	5	-1	6	-3	-10	12
45	O=C(CN1C(=O)NC2(CCCC2)C1=O)OCCOc1ccc(Br)cc1	31	8	16	9	5	-2
46	CC(C)c1ccc(CNn2cnnc2)cc1	1	-18	-3	-5	5	0
47	CCCc1cc2c(=O)n(NC(=O)c3nn(C)cc3[N+](=O)[O-])c(C)nc2s1	-3	-30	2	-8	0	-2
48	O=S(=O)(Nc1cccc(-c2nc3cccnc3s2)c1)c1cccs1	-10	-25	-22	-17	-33	6
49	c1cnc2c(-c3cccc4nccn34)cccc2c1	-17	4	-14	-5	-12	11
50	COC(F)(C(=O)Nc1ccc2c(c1)C(=O)NC2=O)C(F)(F)F (stereo not given)	3	-32	-1	-2	12	11
51	CC(C)(C)OC(=O)N1CCC[C@H]1c1nnc(SCc2ccccc2)o1	-11	-10	-11	23	2	4

entry	SRC1 inh	CF NFkB inh	EBV LMP1 NFkB	SRC3 inh	C8 TRAIL sens
37	-5	10	-4	3	0
38	5	4	5	3	-1
39	-5	-3	-8	7	3
40	12	-12	3	10	21
41	0	17	17	18	66*
42	-12	-14	.	10	-1
43	-13	13	2	1	3
44	-18	-28	2	6	36
45	-8	14	-3	15	-4
46	3	5	1	4	-14
47	-48	8	-7	13	-4
48	-22	5	1	7	0
49	2	-6	.	-4	-6
50	19	-10	2	11	0
51	10	-7	.	15	13

Grouped by structure: those above containing an aryl thioether with sulfur outside any ring (6)
entry	Structure	TROY signal inh	Shn3 3UTR inh	TWEAK Fn14 block	NR5A2 inv ag	COUP-TFII inh	KKLEB tox
1	Cc1ccnc(SCC(=O)N2CCN(C(c3ccccc3)c3ccccc3)CC2)n1	7	-11	7	0	-5	7
8	O=C(CSc1ncnc2c1nnn2Cc1ccccc1)NC1CCCC1	17	2	9	0	-18	-5
38	O=C(CSc1nc2ccccc2c(=O)n1-c1ccccc1)N/N=C/C=C/c1ccccc1[N+](=O)[O-]	-7	10	24	4	-12	3
41	Cc1ccc(NC(=O)CSc2nn(-c3ccccc3)c(=S)s2)cc1S(=O)(=O)N(C)C	49	83	79*	29	68*	-18
43	C=CCn1c(SCC(=O)N2CCN(c3ccc(F)cc3)CC2)nnc1-c1cccs1	27	7	23	10	-14	10
51	CC(C)(C)OC(=O)N1CCC[C@H]1c1nnc(SCc2ccccc2)o1	-11	-10	-11	23	2	4

entry	SRC1 inh	CF NFkB inh	EBV LMP1 NFkB	SRC3 inh	C8 TRAIL sens
1	8	-6	1	12	-8
8	2	16	5	25	-5
38	5	4	5	3	-1
41	0	17	17	18	66*
43	-13	13	2	1	3
51	10	-7	.	15	13

Screening data as filed in PubChem.
